EPAC1 agonist: EPAC1 (human) agonism | EPAC1 agonist qHTS, biochemical assay; response scale: 100% = response to 6.5 mM cAMP | 0.073% of 360,000 active | O95398 | Potency, µM (doses to about 154 µM), for inactives: top-dose activation, hits mostly activators; also: potency is read from the fitted curve at half-maximal effect; nearly all actives have a fitted effect of over 60% in size
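Nucleotide exchange by EPAC1 (100 nM) on Rap1B–BODIPY-GDP (250 nM) in the presence of 50 uM GDP is tracked fluorescently at 480/540 nm over 30 min. Signals are normalized to a 6.5 mM cAMP control.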
GLP1R inv ag: GLP-1 receptor (human) inverse agonism; P43220; HEK293 GLP-1R CRE-luciferase, luminescence, 24 h; GLP-1R form is constitutively active; Potency, µM (series often up to 38.3 µM), without a hit: top-dose activity change, negative = inhibition, most hits filed as inhibitors; 1.6% of 410,000 active; AID 624417; also: potency is read from the fitted curve at half-maximal effect; % is scaled to controls: 0 for no effect and ±100 for the full control effect; nearly all actives have a fitted effect of over 55% in size
Target sequence (P43220 whole entry, looked up): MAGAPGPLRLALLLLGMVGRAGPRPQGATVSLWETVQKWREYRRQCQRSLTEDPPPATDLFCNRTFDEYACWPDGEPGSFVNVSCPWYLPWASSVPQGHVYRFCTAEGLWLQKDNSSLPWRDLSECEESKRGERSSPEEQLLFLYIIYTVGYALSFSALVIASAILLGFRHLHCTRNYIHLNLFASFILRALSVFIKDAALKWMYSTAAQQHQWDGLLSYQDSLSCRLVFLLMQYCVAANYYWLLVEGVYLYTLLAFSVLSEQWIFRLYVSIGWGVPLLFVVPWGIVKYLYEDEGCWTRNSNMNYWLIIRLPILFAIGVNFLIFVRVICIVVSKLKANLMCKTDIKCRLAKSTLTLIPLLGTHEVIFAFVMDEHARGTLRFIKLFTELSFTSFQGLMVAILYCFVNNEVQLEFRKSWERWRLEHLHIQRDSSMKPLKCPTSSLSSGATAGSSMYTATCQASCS
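Readout was luciferase luminescence, measured 12 min after detection reagent at room temperature. Beforehand, GLP-1R reporter HEK293 cells had sat 12 h, then received compounds for 24 hr at 37 deg C.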
EPAC1 antagonist: antagonists of human EPAC1. O95398. Potency, µM (series often up to 115 µM), for the others: at the top dose activity change, negative = inhibition, usual class: inhibitors. EPAC1 GEF assay, Rap1b-BODIPY-GDP exchange fluorescence. 0.14% of 360,000 active;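 also: potency is read from the fitted curve at half-maximal effect; plate controls were vehicle for no effect and positive control for full effect; nearly all actives have a fitted effect of over 50% in size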
GLP-1R agonist: agonists of human GLP-1 receptor. P43220. HEK293 GLP-1R CRE-luciferase, luminescence, 4-6 h; cells express a hypersensitive GLP-1R form. Potency, µM (highest dose often 45.6 µM), for inactives: top-dose activation, hits mostly activators. 0.007% of 380,000 active. AID 624172; also: potency is read from the fitted curve at half-maximal effect; % of control where 0% means no effect
PLK1 PBD block: PLK1 (human) polo-box domain binding inhibition | P53350 | Plk1 PBD binding of FITC phosphopeptide, fluorescence polarization | Potency, µM, for inactives: max response, negative = inhibition, most hits filed as inhibitors | 2.8% of 360,000 active | AID 720504; also: potency is read from the fitted curve at half-maximal effect; series mostly up to about 57 µM; % is scaled to controls: 0 for no effect and ±100 for the full control effect; nearly all actives have a fitted effect of over 65% in size
HEK293 tox: cytotoxicity counter-screen for GLP-1 receptor inverse agonists. HEK293 cAMP-luciferase reporter cells, luminescence, 24 h. Potency, µM (doses to about 38.3 µM), inactives show at the top dose activity change, negative = inhibition, hits mostly inhibitors. 0.13% of 410,000 active. AID 624418;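 also: loss of luciferase light is scored as toxicity; potency is read from the fitted curve at half-maximal effect; % is scaled to controls: 0 for no effect and ±100 for the full control effect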
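A 23 nL compound transfer followed 12 hours of cell culture at 37 deg C; exposure then lasted 24 hr. Luciferase assay detection reagent was dispensed and plates read for luminescence after a 12 min room-temperature wait.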
PTHR1 agonist: PTHR1 (human) receptor agonism; HEK293 GP2 PTHR1 cells, GloSensor cAMP luminescence, 1 h; 0.075% of 410,000 active; AID 743266; Potency, µM (series often up to 115 µM), for inactives: at the highest dose activation, hits mostly activators; also: potency is read from the fitted curve at half-maximal effect; nearly all actives have a fitted effect of over 55% in size; some results filed as inactive show a strong effect at the top dose; inactives centre near -15; many of its hits are not listed in these tables
Target sequence (Q03431 whole entry, looked up): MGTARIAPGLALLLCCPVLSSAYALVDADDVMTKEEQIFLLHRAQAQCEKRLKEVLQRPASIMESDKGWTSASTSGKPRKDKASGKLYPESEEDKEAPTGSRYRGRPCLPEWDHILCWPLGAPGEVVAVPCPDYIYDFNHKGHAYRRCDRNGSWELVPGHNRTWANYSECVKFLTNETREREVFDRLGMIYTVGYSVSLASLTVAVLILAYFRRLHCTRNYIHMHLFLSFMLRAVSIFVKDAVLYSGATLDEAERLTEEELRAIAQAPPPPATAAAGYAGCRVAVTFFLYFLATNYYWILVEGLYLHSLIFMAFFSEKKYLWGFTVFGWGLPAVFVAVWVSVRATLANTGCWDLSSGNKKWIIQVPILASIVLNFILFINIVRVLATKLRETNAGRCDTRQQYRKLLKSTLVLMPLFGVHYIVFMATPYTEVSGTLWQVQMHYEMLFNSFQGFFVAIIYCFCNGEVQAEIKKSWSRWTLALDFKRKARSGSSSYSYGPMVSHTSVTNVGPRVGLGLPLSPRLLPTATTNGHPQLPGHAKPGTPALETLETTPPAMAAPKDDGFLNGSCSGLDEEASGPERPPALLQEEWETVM
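HEK-293-derived GP2 cells expressing PTHR1 and a GloSensor cAMP reporter, 3,000/well, plated overnight, given luciferin plus IBMX (each 0.5 mM as added) for 1 h at 37 °C, then compound for 1 h at 37 °C. Luminescence was read after 15 min at room temperature.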
PI5P4K alpha inh: blocks human PI5P4K alpha kinase activity; P48426; PI5P4Kalpha enzyme, ADP-Glo luminescence, 60 min; active compounds read low; max response, %; 1.2% of 330,000 active; active = max response of -50% or lower; inconclusive = between -30% and -50%; inactive = -30% or higher; also: value at the top dose of about 77 µM; % is scaled to controls: 0 for no effect and ±100 for the full control effect
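Controls without substrate or without enzyme flank wells where PI5P4Kalpha converts substrate using 5 microM ATP (final). Incubation lasts 60 minutes at room temperature; ADP formed is read by ADP-Glo luminescence.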
IL-2 act: activators of IL-2. IL-2 activation reporter assay, cell-based qHTS; stimulated with anti-CD3/CD4/CD28 beads; in transgenic mouse T cells. activation, % (series mostly up to about 46 µM). 0.065% of 360,000 active; in the data active = activation above about 50%; inconclusive = mostly about 30% to 49%; also: 0% is about no effect
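Readout: EGFP and DsRed signals by fluorescent plate cytometry. Unstimulated transgenic mouse T cells received compound 60 min before antibody-bead stimulation, then incubated 18 h at 37 degrees C.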
The depositor's hits bear a star; i = inactive; ? = inconclusive; nt = no result given; [ ] = another dose, or the depositor's remark. Unless noted, calls follow the shape of the dose curve; as a rule, active = well fitted curve in the direction sought with a large enough effect; inconclusive = small, poorly fitted or top-dose-only effect, or another doubt; inactive = no such curve, though single readings can be large; an effect the other way counts as inactive or inconclusive. A portion of the library. The share of hits here may be higher or lower than overall.

SMILES	EPAC1 agonist	GLP1R inv ag	EPAC1 antagonist	GLP-1R agonist	PLK1 PBD block	HEK293 tox	PTHR1 agonist	PI5P4K alpha inh	IL-2 act
O=C(Cc1ncc(C(F)(F)F)cc1Cl)N1CCN(c2cccc(Cl)c2)CC1	-6%	5%	5%	-10%	-5%	-21%	i	-2	-2.0
CCOC(=O)NCc1ccc(S(=O)(=O)Nc2ccc(C)cc2)cc1	-8%	-3%	7%	-2%	-17%	-8%	-21%	-23	0.6
O=C(CN(Cc1ccccc1)C(=O)c1csnn1)NCc1ccccc1	3%	-11%	-2%	3%	-14%	2%	i	-5	-1.5
Cc1cc(F)ccc1S(=O)(=O)N1CCCOC1CNC(=O)C(=O)NCCc1c[nH]c2ccccc12 (stereo not given)	-2%	?	-15%	-2%	5%	-9%	-37%[inhibitor]	-8	-0.5
COCCNC(=O)CN(C(=O)CCC(=O)Nc1ccccn1)c1ccccc1OC	9%	0%	3%	-4%	2%	6%	-23%	2	-0.4
CCN(CC)CCn1c(NCc2cccc(OC)c2OC)nc2ccccc21	0%	?	-21%	9%	-7%	?	i	10	1.4
Cc1ccccc1C(=O)Nc1nnc([C@@H]2C[C@H](O)[C@@H](CO)O2)s1	-11%	-4%	-12%	-4%	-10%	1%	?	-3	-0.4
C[C@@H]1CN([C@H](C)CO)C(=O)c2cc(Br)cnc2O[C@@H]1CN(C)C(=O)CC1CC1	-4%	5%	7%	-1%	-3%	-33%	-20%	-7	-0.3
Cc1ccc(NC(=O)N2CCC(C(=O)NCc3ccc(F)cc3)CC2)cc1	-5%	?	0%	1%	2%	-15%	-6%[57.5 µM]	nt	-0.5
CCOC(=O)C1(Cc2ccccc2)CCCN(Cc2ccc(OCCO)cc2)C1 (stereo not given)	-9%	?	-1%	10%	-5%	-2%	i	0	-1.5
O=C(c1ccccc1Cc1ccccc1)N1CCN(S(=O)(=O)c2ccccc2)CC1	6%	-16%	-29%	-10%	-3%	9%	i	0	0.7
CCCNC(=O)C(Cc1ccc(OC)cc1)NC(=O)c1ccc(Cl)cc1 (stereo not given)	0%	-7%	-1%	3%	3%	-46%	-46%[inhibitor]	0	1.3
COc1cccc(C(=O)NC(=S)Nc2ccc(Cl)cc2C(=O)O)c1	-2%	-7%	-19%	-2%	?	-26%	-9%	-63*	3.1
CCn1c(SCC(=O)N(C)C2CCS(=O)(=O)C2)nnc1-c1ccccc1 (stereo not given)	6%	16%	-3%	3%	-11%	-8%	i	-1	-2.0
O=C(Cc1cccc2ccccc12)Nc1nc2ccccc2[nH]1	-6%	0%	10%	0%	1%	-26%	i	nt	-0.7
O=C(c1ccc2ccccc2n1)N1CCN(Cc2c(F)cccc2Cl)CC1	7%	?	-5%	11%	-2%	6%	i	-1	-0.3
CC1(C)C[C@H](O)[C@@]23C[C@@H](OC2=O)[C@]2(C)C(=CCC4[C@@]5(C)CC[C@H](O)C(C)(C)C5CC[C@]42C)[C@@H]3C1 (stereo not given in full)	3%	109%[activator]	-7%	-4%	-9%	7%	-47%[inhibitor]	-16	-0.7
O=C(O)CCC(=O)N1CCc2cc(S(=O)(=O)NCc3cccs3)ccc21	3%	8%	1%	-15%	0%	9%	i	nt	-1.1
CCn1ncc(CN2CCC(Oc3ccc(C(=O)N4CCCC4)cc3)CC2)c1C	-1%	?	1%	12%	1%	-17%	i	-3	-0.7
Cn1cc(CNCc2cnc3ccccn23)c(-c2ccc(Oc3ccccc3)cc2)n1	5%	?	-5%	20%	-9%	10%	i	9	-3.9
CSc1nsc(SCC(=O)Nc2ccccc2C(N)=O)n1	9%	79%[activator]	-17%	16%	-16%	8%	0%	-13	0.6
COc1ccc(Cn2ccnc2)cc1Br	3%	0%	17%	24%	-1%	-5%	-10%[57.5 µM]	2	0.7
O=S(=O)(/C=C/c1ccccc1)N1CCN(Cc2ccccc2)CC1	14%	?	?	6%	-4%	-5%	-10%	-8	-0.1
Cn1ccnc1CN1CCN(C(=O)c2cc(COc3ccc(F)c(F)c3)on2)CC1	-19%	-10%	-18%	-13%	-13%	9%	i	-6	0.1
CC[C@H](C)[C@@H]1NC(=O)[C@H]([C@@H](C)CC)NC(=O)[C@@H](CC(C)C)NC(=O)[C@H](Cc2ccccc2)NC(=O)[C@H](Cc2ccccc2)NC(=O)[C@@H]2CCCN2C(=O)[C@@H]2CCCN2C(=O)[C@H](C(C)C)NC(=O)[C@H](CC(C)C)NC1=O	-41%[inhibitor]	-14%	-29%	-6%	-13%	-4%	-12%	-4	-1.0
C=CCC[C@@H](Cc1ccc(F)cc1)C(=O)OC[C@@H]1CCCN1C(=O)[C@H](CC=C)CC(=O)N[C@H](CO)Cc1ccccc1	-12%	?	-23%	7%	-7%	-21%	i	16	-0.1
CCCCNC(=O)C[C@@H]1C[C@@]2(C(=O)OCC)CCC=C2N(Cc2ccco2)C1=O	-7%	4%	-10%	2%	-11%	4%	-15%	-1	0.3
N#C/C(=C\c1cccc([N+](=O)[O-])c1)C(=O)NCC1CCCO1 (stereo not given)	12%	-2%	4%	-3%	-12%	13%	?	-5	0.0
CCCc1ccc(S(=O)(=O)N2CCN(Cc3ccco3)CC2)cc1	6%	?	8%	1%	-9%	-1%	-51%[inhibitor]	-2	-3.3
Cc1cccc(C)c1NC(=O)CNC(=O)c1ccc2c(c1)NC(=O)CS2	6%	-1%	-17%	0%	3%	0%	i	4	-0.8
COc1ccc(C(=O)O)cc1NCc1ccc(C)s1	-7%	13%	-2%	1%	-15%	-6%	-23%	0	-0.4
CSCCC(NC(=O)c1cccc(C)c1)C(=O)OCC(=O)NC(=O)c1cccn1C (stereo not given)	6%	8%	-7%	0%	-6%	-2%	i	-20	0.7
NC(=O)C1(c2ccccc2)CCCN1C(=O)c1ccccc1Br (stereo not given)	13%	-8%	-11%	8%	-10%	2%	-29%	0	0.0
Cc1ccccc1-n1nc(C(=O)O)c(C)c(C#N)c1=O	-2%	3%	7%	-6%	0%	-10%	-8%	0	0.6
C=CCn1c(Oc2ccccc2)nc2c1c(=O)n(C)c(=O)n2C	2%	2%	-14%	-3%	3%	-5%	i	-1	-4.6
C=CCNc1nc(Nc2ccc(OC)cc2)nc(OCC)n1	8%	-1%	0%	5%	1%	-1%	i	nt	-0.9
O=C(NCCNc1ccc([N+](=O)[O-])cc1)c1ccc(Cl)cc1	7%	?	-9%	6%	-8%	?	-7%	2	-0.6
CC(C)(C)c1ccc(S(=O)(=O)N2C=CC(C(F)(F)F)=NCC2)cc1	4%	?	-5%	1%	-12%	0%	-6%[57.5 µM]	8	-0.5
CC(=O)Nc1ccc(OCC(O)Cn2c(C)nc3ccccc32)cc1 (stereo not given)	2%	-13%	-10%	7%	-1%	25%	-72%[inhibitor]	-3	-1.3
Cc1ccc(-c2noc(CNC(=O)c3ccoc3C)n2)cc1	-2%	?	-15%	8%	-13%	-5%	-4%	2	0.3
CCC(C)(C(=O)NC1CCCC1)N(C)C(=O)Cc1c[nH]c2ccccc12 (stereo not given)	-4%	-13%	5%	2%	-23%	-5%	-3%	2	-2.2
Cc1cccc(NC(=O)COC(=O)c2cc3ccccc3oc2=O)c1	8%	-1%	-12%	-2%	-16%	14%	0%	0	2.4
COc1ccc(CCNCC(O)COc2c(C)cccc2C)cc1OC (stereo not given)	6%	?	-8%	19%	-18%	7%	-52%[inhibitor]	-3	-0.3
CN(CC(=O)Nc1ccccc1F)CC(=O)Nc1ccc(F)c(F)c1F	2%	-15%	-8%	5%	-3%	16%	i	2	0.5
COc1ccc(NC(=O)c2cn(-c3ccccc3)nc2SC)cc1	12%	?	-2%	24%	-15%	-18%	-26%	1	2.2

2 records drawn at random from the list so far:
SMILES	EPAC1 agonist	GLP1R inv ag	EPAC1 antagonist	GLP-1R agonist	PLK1 PBD block	HEK293 tox	PTHR1 agonist	PI5P4K alpha inh	IL-2 act
NC(=O)C1(c2ccccc2)CCCN1C(=O)c1ccccc1Br (stereo not given)	13%	-8%	-11%	8%	-10%	2%	-29%	0	0.0
CCC(C)(C(=O)NC1CCCC1)N(C)C(=O)Cc1c[nH]c2ccccc12 (stereo not given)	-4%	-13%	5%	2%	-23%	-5%	-3%	2	-2.2

(list continues)
SMILES	EPAC1 agonist	GLP1R inv ag	EPAC1 antagonist	GLP-1R agonist	PLK1 PBD block	HEK293 tox	PTHR1 agonist	PI5P4K alpha inh	IL-2 act
O=C(NCC(=O)N1CCN(C(c2ccccc2)c2ccccc2)CC1)c1ccccc1Br	1%	?	4%	-2%	5%	-7%	-53%[inhibitor]	5	0.6
CC1CCCCN1c1nc(-c2ccncc2)nc2ccccc12 (stereo not given)	17%	?	-14%	16%	-24%	19%	-1%[57.5 µM]	9	-0.1
O=S(=O)(c1ccc(-c2n[nH]c(=S)o2)cc1)N1CCCCC1	10%	7%	-6%	1%	?	15%	-13%	-77*	3.9
CC1CCN(Cc2nnnn2CCCC(=O)N(C)C(C)c2ccccn2)CC1 (stereo not given)	0%	2%	5%	7%	-3%	1%	21%	4	-2.3
O=C(COC(=O)/C=C/c1cccs1)Nc1nc(-c2cccc(Br)c2)cs1	-1%	10%	-21%	4%	3%	-12%	-11%	-3	3.6
Cc1nnsc1C(=O)NC1CCCc2c1cnn2-c1ccc(F)cc1F (stereo not given)	1%	-11%	10%	0%	0%	-1%	-42%[inhibitor]	-3	-5.7
CC1(C)C(=O)Nc2ccccc2N1C(=O)COC(=O)CSc1ccc(Cl)cc1	12%	24%	-15%	5%	-17%	1%	-12%	-12	0.6
COc1cccc(C2C=C(c3ccc(Br)s3)Nc3ncnn32)c1OC (stereo not given)	6%	-13%	10%	0%	0%	494%[activator]	i	-9	-0.7
COc1ccc(CC(C)Nc2ccccc2F)cc1 (stereo not given)	-1%	-24%	-14%	-6%	-10%	-1%	-23%	6	-0.4

Profiles as entered above. Order of values: EPAC1 agonist, GLP1R inv ag, EPAC1 antagonist, GLP-1R agonist, PLK1 PBD block, HEK293 tox, PTHR1 agonist, PI5P4K alpha inh, IL-2 act
COc1cccc(C2C=C(c3ccc(Br)s3)Nc3ncnn32)c1OC (stereo not given) across the screens: 6%, -13%, 10%, 0%, 0%, 494%[activator], i, -9, -0.7
O=C(COC(=O)/C=C/c1cccs1)Nc1nc(-c2cccc(Br)c2)cs1 across the screens: -1%, 10%, -21%, 4%, 3%, -12%, -11%, -3, 3.6

High-throughput results from PubChem.
